High-throughput results (PubChem)
LmPK inh – LmPK (Leishmania mexicana) enzyme inhibition | Q27686 | purified LmPK, Kinase-Glo ATP luminescence, 1 h | Potency, µM (titrated, usually from 57.5 µM), for the others: at the top dose activity change, negative = inhibition, hits mostly inhibitors | actives 0.37% (n = 290,000) | AID 1721; note: potency is the fitted concentration of half-maximal effect; % is set by controls: 0 for no effect and ±100 for the full control effect
Target sequence (Q27686 whole entry, looked up): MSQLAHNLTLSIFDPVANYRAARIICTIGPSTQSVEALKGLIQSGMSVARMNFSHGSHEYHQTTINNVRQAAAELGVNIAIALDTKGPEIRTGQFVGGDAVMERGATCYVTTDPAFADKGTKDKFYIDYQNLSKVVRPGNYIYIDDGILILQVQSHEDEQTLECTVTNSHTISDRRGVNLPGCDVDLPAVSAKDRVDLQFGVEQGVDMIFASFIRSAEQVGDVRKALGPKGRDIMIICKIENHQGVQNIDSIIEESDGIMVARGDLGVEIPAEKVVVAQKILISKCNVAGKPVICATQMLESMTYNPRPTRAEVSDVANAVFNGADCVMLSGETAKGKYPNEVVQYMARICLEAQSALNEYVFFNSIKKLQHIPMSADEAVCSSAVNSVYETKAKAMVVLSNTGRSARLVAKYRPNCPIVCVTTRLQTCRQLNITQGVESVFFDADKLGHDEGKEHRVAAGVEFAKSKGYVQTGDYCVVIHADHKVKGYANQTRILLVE
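Purified LmPK (0.1 nM) with 0.5 mM PEP and 0.1 mM ADP in imidazole buffer pH 7.2 with MgCl2/KCl, 1 h at room temperature. ATP formed was read by luciferase luminescence and normalized to no-enzyme and uninhibited controls.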
Pf growth 96h – P. falciparum growth inhibition at 96 hours. actives 6.9% (n = 320,000). P. falciparum luciferase reporter growth, 96 h. Potency, µM (doses to about 28.7 µM), for the others: at the top dose activity change, negative = inhibition, actives largely listed as inhibitors. AID 504834; note: potency is the fitted concentration of half-maximal effect; % is set by controls: 0 for no effect and ±100 for the full control effect
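Infected RBCs, 2% Hct / 0.05% parasitemia final; luciferase-reporter P. falciparum; cpd 96 h, 37 C, 5% CO2; luciferase detection reagent; luminescence.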
HCV inhibitor – blocks hepatitis C virus. Huh7.5.1 HCVcc-Cre infection, luciferase reporter, 44 h. Potency, µM (top dose mostly 41.8 µM), inactives show at the highest dose activity change, negative = inhibition, actives largely listed as inhibitors. actives 3.4% (n = 340,000). AID 651820; note: potency is the fitted concentration of half-maximal effect; % is set by controls: 0 for no effect and ±100 for the full control effect
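Antiviral activity was scored by luciferase reporter output from cells infected with HCVcc-Cre (~0.5 moi) in presence of compound, 44 h infection period, cells seeded 1,000/well 4 h prior.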
Shiga toxin inh – inhibitors of Shiga toxin in Vero cells; Vero cells, Shiga toxin protein synthesis inhibition reporter; inhibition, % at 38.7 µM; actives 9.2% (n = 290,000); AID 2315; in the data active = inhibition mostly above about 28%, no sharp cut-off; inactive = mostly below about 43%; note: 0% is about no effect
Tb PYK inh – blocks Trypanosoma brucei pyruvate kinase; Potency, µM (series often up to 76.8 µM), inactives show top-dose activity, negative = inhibition, actives largely listed as inhibitors; AID 624173; TbPYK enzyme, Kinase-Glo Plus ATP luminescence, 45 min; Q57TT1; actives 0.12% (n = 410,000); note: potency is the fitted concentration of half-maximal effect; % is set by controls: 0 for no effect and ±100 for the full control effect; nearly all actives have a fitted effect of over 50% in size
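Glycolytic pyruvate kinase of T. brucei was incubated with substrate, test compound and 130 uM ADP for 45 minutes at room temperature. Luminescent Kinase-Glo Plus signal was measured after 10 minutes.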
Pf growth 48h – inhibits P. falciparum growth in the first generation, 48 h. P. falciparum luciferase growth in erythrocytes, 48 h. Potency, µM (top dose mostly 28.7 µM), inactives show top-dose activity change, negative = inhibition, actives largely listed as inhibitors. actives 5.9% (n = 310,000); note: potency is the fitted concentration of half-maximal effect; % is set by controls: 0 for no effect and ±100 for the full control effect
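Erythrocytes infected with P. falciparum carrying an integrated firefly luciferase reporter (2% hematocrit, 0.1% parasitemia final) were exposed to compounds in RPMI 1640 with 0.5% Albumax at 37 C, 5% CO2. Growth inhibition was scored as reduced luminescence.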
Cycloheximide cs – affects cycloheximide protein synthesis inhibition readout, counter-screen; cell reporter, cycloheximide protein synthesis inhibition counterscreen; max response, %; actives 12% (n = 300,000); AID 2314; in the data active = max response mostly above about 13%, no sharp cut-off; inactive = mostly below about 14%; note: read at 38.3 µM for the half of the compounds with a filed dose; 0% is about no effect
Starred values were filed as active, the others as inactive; i = inactive; ? = inconclusive; nt = no result given; & = joins results of further samples; [ ] = dose if it differs, or a comment. Unless noted, calls come from the whole dose curve; as a rule, active = well fitted curve in the direction sought with a large enough effect; inconclusive = small, poorly fitted or top-dose-only effect, or another doubt; inactive = no such curve, though single readings can be large; an effect the other way counts as inactive or inconclusive.

SMILES | LmPK inh | Pf growth 96h | HCV inhibitor | Shiga toxin inh | Tb PYK inh | Pf growth 48h | Cycloheximide cs
O=C(COc1coc(CN2CCc3ccccc3C2)cc1=O)Nc1ccccc1F | nt | -29% | 17% | nt | 2% | ? | nt
COc1ccccc1C(=O)N/C(=C/c1ccc2c(c1)OCO2)C(=O)Nc1ccc(C(=O)O)cc1 | -5% | -14% | -6% | -5 | 5% | ? | -4
CC(=O)Nc1c(OC(C)=O)ccc2c(C)cc(=O)oc12 | 1% | -13% | ? | -25 | 1% | 89%[activator] | -2
N#Cc1c(-c2ccccc2)oc(=O)c2ccccc12 | -4% | 4% | -19% | nt | 4% | 17% | -2
Cc1nc2scc(-c3cccs3)c2c(=O)n1CC(=O)O | 2% | 37%[activator] | 1% | -14 | -2% | nt | 8
CCOC(=O)C1=C(COC(=O)c2cccc(Br)c2)NC(=O)NC1C (configuration not stated) | nt | 9% | 34% | nt | -7% | -3% | nt
Cc1cccc(N2CCN(C(=O)COc3ccc4c(c3)CCC4)CC2C)c1 (configuration not stated) | nt | -20% | -12% | nt | -2% | -4% | nt
O=C(N[C@@H](Cc1ccccc1)C(=O)OCC(=O)N1CCOCC1)c1cccs1 | -2% | 28% | 2% | 26 | -3% | 42%[activator] | 19
COc1ccc(Cl)cc1NC(=S)NCc1ccco1 | 6% | 13% | -10% | -12 | -1% | -1% | 0
COc1ccc(C(C2C(=O)CC(C)(C)CC2=O)C2C(=O)CC(C)(C)CC2=O)cc1CO | 0% | 20% | 15% | -7 | ? | 23% | 1
Cc1cc(NC(=S)Nc2cccnc2)ccc1Br | -1% | 9% | 3% | 11 | 2% | 12% | 10
c1ccc(N=Nc2cn[nH]c2-c2ccco2)cc1 | 8% | 52%[activator] | ? | 28 | 2% | i | 25
COc1ccc(OC)c(S(=O)(=O)Nc2ccc3c(c2)n(C)c(=O)n3C)c1 | -5% | ? | 14% | -9 | 9%&1% | -10% | 1
COc1cccc(-n2c(/C=C/c3ccccn3)nc3ccccc3c2=O)c1 | 1% | -1% | 13% | -3 | -4% | ? | -2
COc1ccc(CN2CCCCC2C)cc1OC (configuration not stated) | 10% | -8% | 3% | 4 | 0% | nt | -4
CNC(C)C(O)c1ccc(O)cc1 (configuration not stated) | nt | -20% | nt | nt | 1% | 0% | nt
COC(=O)c1c(C)[nH]c(C(=O)CN2C(=O)NC3(CCOc4ccccc43)C2=O)c1C (configuration not stated) | nt | ? | ? | nt | 0% | ? | nt
Cc1ccc(N2C(=O)C(CN3CCCCC3)C2c2ccccc2)cc1 (configuration not stated) | -1% | ? | ? | -2 | 1% | ? | 7
Cc1c(C=O)c2ccccn2c1C(=O)c1ccncc1 | -3% | 12% | 18% | -14 | -4% | -9% | -6
CC(C)(C)CC(=O)NC(=S)NCCc1ccccc1 | -4% | 12µM* | -7% | 62 | -2% | -12% | 30*
CCOc1ccc(NC(=O)CSc2nnc(CCNC(=O)c3ccc(OC)cc3)n2C)cc1 | 4% | 13% | -9% | 6 | -6% | nt | 9
Cc1ccc(S(=O)(=O)N(C)C)cc1NC(=S)Nc1ccc2cn[nH]c2c1 | 5% | 7% | 2% | -14 | -3% | -5% | 1
CN(C)c1ccc(/C=c2\sc3n(c2=O)CCCN=3)cc1 | ? | -4%[5.75 µM] | ? | 13 | -17% | 43%[activator] | 25*
COc1ccc(OCC(=O)N2c3ccccc3CCc3ccccc32)cc1 | 1% | 270%[activator] | -2% | -11 | -2% | ? | 1
Cc1ccc(C(=O)O)cc1NC(=S)NC(=O)c1ccc(COc2ccccc2)cc1 | -10% | 24% | 2% | -29 | -7% | 1% | 2
O=C(NCc1ccco1)c1ccccc1Nc1ccc(F)cc1 | 0% | 14% | -4% | 23 | -12% | 0% | -3
O=C(Nc1ccc(S(=O)(=O)N2CCCC2)cc1)c1ccc2c(=O)n3c(nc2c1)CCCCC3 | 4% | ? | 11µM* | -5 | 1% | 11% | -2
NCCCC[C@H]1CNC(=S)N1CCc1cccc(F)c1 | -3% | 73%[activator] | ? | -2 | -2% | 69%[activator] | -1
CCOc1cc(CNCc2ccc(C(=O)O)cc2)ccc1OC | -4% | 6% | 13% | -6 | -12% | 8% | -2
COc1ccc(CNC(=O)C(=O)NCC2OCCN2S(=O)(=O)c2ccc(C)cc2)cc1 (configuration not stated) | 6% | ? | nt | 11 | 1% | 5% | -1
Nc1nnc(SCC(=O)NC2CCCCCCC2)s1 | nt | -4% | 5% | nt | -3% | -7% | nt
CCOc1ccccc1-c1nc(-c2ccc(NC(=O)Cc3ccc(OC)cc3)cc2)no1 | 0% | ? | ? | -4 | -7% | ? | -5
COCCNC(=O)Nc1ccc(F)cc1 | 1% | 0% | 13% | -5 | 1% | -2% | -2
O=C(Nc1cccn2ncnc12)C(Cl)Cl | -2% | 52%[activator] | 2% | -5 | -2% | 2% | -3
COC(=O)c1ccccc1Oc1ccc(NC(=O)c2ccco2)cc1 | 5% | ? | -3% | 39 | -2% | 1%[0.00184 µM] | 11
COc1cc(NC(=O)c2ccc(-c3cccc([N+](=O)[O-])c3)o2)ccc1NC(=O)C(C)C | 0% | -13% | ? | -7 | 2% | 10µM* | 2

Arranged by length of the SMILES (smallest number first): some entries from above.
SMILES | LmPK inh | Pf growth 96h | HCV inhibitor | Shiga toxin inh | Tb PYK inh | Pf growth 48h | Cycloheximide cs
O=C(Nc1cccn2ncnc12)C(Cl)Cl | -2% | 52%[activator] | 2% | -5 | -2% | 2% | -3
Cc1cc(NC(=S)Nc2cccnc2)ccc1Br | -1% | 9% | 3% | 11 | 2% | 12% | 10
c1ccc(N=Nc2cn[nH]c2-c2ccco2)cc1 | 8% | 52%[activator] | ? | 28 | 2% | i | 25
CC(=O)Nc1c(OC(C)=O)ccc2c(C)cc(=O)oc12 | 1% | -13% | ? | -25 | 1% | 89%[activator] | -2
Cc1cccc(N2CCN(C(=O)COc3ccc4c(c3)CCC4)CC2C)c1 (configuration not stated) | nt | -20% | -12% | nt | -2% | -4% | nt
COc1ccc(OC)c(S(=O)(=O)Nc2ccc3c(c2)n(C)c(=O)n3C)c1 | -5% | ? | 14% | -9 | 9%&1% | -10% | 1

Further structures follow:
SMILES | LmPK inh | Pf growth 96h | HCV inhibitor | Shiga toxin inh | Tb PYK inh | Pf growth 48h | Cycloheximide cs
CC(C)CCNC(=O)CN(Cc1ccco1)C(=O)CCC(=O)Nc1nccs1 | 0% | -17% | 18% | -13 | -7% | 22% | -3
O=C(COc1ccc(Br)cc1Cl)NC1CCN(Cc2ccccc2)CC1 | -2% | 12µM* | 11µM* | -5 | -6% | ? | -3
O=C(NCc1ccc(F)cc1)c1cc(S(=O)(=O)N2CCOCC2)ccc1F | -4% | 59%[activator] | 8% | -1 | -6% | 10% | -6
Cc1ccc2[nH]c(=O)c(CN(CCN3CCOCC3)C(=O)Nc3ccccc3F)cc2c1 | -11% | 7%[5.75 µM] | -1% | -2 | 8% | ? | -1
Oc1ccc(NC(=S)Nc2ccc(F)cc2)cc1 | -4% | 97%[activator] | 5% | 36 | 3% | 18% | 9
CS(=O)(=O)N1CCC(C(=O)NCCC2=CCCCC2)CC1 | 2% | nt | ? | 15 | 0% | 10% | 7
O=C(Nc1ccnn1C1CCN(C2CCOCC2)CC1)c1cccc(F)c1 | -10% | 15% | -8% | -11 | -2% | 10% | -11
C=CCNc1nc(Nc2ccc([N+](=O)[O-])cc2)nc(OC)n1 | 1% | 155%[activator] | -8% | 37 | -3% | ? | 8
CC(C)(C)NC(=O)CN(Cc1cccs1)C(=O)C1COc2ccccc2O1 (configuration not stated) | 1% | ? | 12% | 5 | 0% | ? | -1
CN(C)Cc1c(C#N)c2ccccc2n1C | 3% | ? | -9% | -25 | -9% | 1% | -3
Cn1c(=O)c2c(nc(CN3CCN(C(=O)c4ccco4)CC3)n2Cc2cccc(Cl)c2)n(C)c1=O | 5% | -6% | -14% | -8 | 9% | 4.7µM* | -3
COc1ccc(N2CC(C(=O)Nc3cccc(S(=O)(=O)N4CCCC4)c3)CC2=O)c(OC)c1 (configuration not stated) | nt | -8% | -21% | nt | 2% | ? | nt
COc1ccc(OC)c(N=Cc2c(O)[nH]c(=O)[nH]c2=O)c1 | -4% | -12% | 18% | -6 | -4% | 16% | 0
CCCc1cc(-c2n[nH]c(C)c2-c2ccc(C(=O)OCC)o2)c(O)cc1O | 1% | 13% | ? | -6 | 1% | ? | -4
Cc1cc(C(=O)CN2c3cccc4cccc(c34)S2(=O)=O)c(C)n1C | nt | ? | 4% | nt | 2% | ? | nt
COc1cc(C(=O)Nc2nnc(C(C)(C)C)s2)c([N+](=O)[O-])cc1OC | 2% | 59%[activator] | -4% | 3 | -27% | 15% | -3
O=C(c1ccccc1Cl)N1CCN(S(=O)(=O)c2cccs2)CC1 | 0% | 28% | nt | -20 | 1% | 12% | -8
CC(/C=N/NC(=O)c1nnn(-c2nonc2N)c1C)=C\c1ccccc1 | 1% | ? | 3% | 24 | 2% | 49%[activator] | 7
Cc1cc(C)cc(N(C(=O)c2csnn2)C(C(=O)NC(C)(C)C)c2ccncc2)c1 (configuration not stated) | 0% | ? | 9% | -4 | -8% | 5% | -1
CCCS(=O)(=O)c1ccc(COC(=O)Cc2ccc([N+](=O)[O-])cc2)cc1 | 6% | 2.9µM* | -6% | nt | -5% | -28% | 2
O=C(O)c1ccc(/C=N/Nc2nc3ccccc3[nH]2)cc1 | 0% | 15% | 5% | 24 | -4% | 38%[activator] | 16*
COc1ccccc1S(=O)(=O)Cc1ccc(C(=O)NCCN2CCCCCC2)o1 | 5% | ? | 3% | 14 | -1% | -5% | -3
CC(=O)C1=C(C)Nc2ncnn2C1c1ccccc1OCc1ccccc1 (configuration not stated) | 6% | 28% | ? | -11 | -3% | 8.3µM* | -2
COc1ccc2c(c1)CCCN2C(N)=O | 0% | ? | -1% | 8 | 0% | 1% | 8
Cc1ccc(C)c(N2CC(O)(c3cccs3)[N+]3=C2CCCC3)c1 (configuration not stated) | -2% | ? | 16% | -13 | -5% | 10µM* | 4
CCOC(=O)C1=C(O)C(=O)N(Cc2cccnc2)C1c1ccc(C)cc1 (configuration not stated) | 1% | 9% | 8% | -4 | 2% | -17% | -2
COc1ccc(CCC(=O)NC2=NCCS2)cc1OC | 0% | -36% | 7% | -1 | -1% | 3% | 1
COc1ccccc1CNC(=O)C/C(C)=N/NC(=O)Cc1ccc(Cl)cc1 | 4% | ? | -8% | -6 | 1% | 9% | -3
COC(=O)c1c(-c2ccccc2OC)sc2ccccc12 | nt | ? | ? | nt | 2% | ? | nt
Cc1ccn(C(C)CC(=O)Nc2ccc(-c3ccno3)cc2)n1 (configuration not stated) | 1% | 10% | 11% | 16 | 4% | -50% | 6
CC(NC(=O)CN(C)CC(=O)Nc1ccc(Cl)c(C(F)(F)F)c1)c1ccccc1 (configuration not stated) | nt | 27% | -9%[8.37 µM] | nt | 4% | ? | nt
Cc1ccc(S(=O)(=O)NC(C)(C)CSc2ccccn2)cc1 | 1% | 23% | 12% | -11 | -3% | -10% | -2
O=C(c1ccc(-n2cccn2)cc1)N1CCc2ccccc2C1 | 3% | 57%[activator] | -6% | 34 | 8% | 38%[activator] | 24*

An unsorted share of the library (roughly 24% active in at least one column).
